D2 antagonist – HTS Assay for Allosteric Antagonists of the Human D2 Dopamine Receptor: Primary Screen for Antagonists; inhibition, % at 10 µM; 340,000 tested, 2% active; AID 485344, 2010; HEK293 TREx D2 cells, calcium flux, dopamine EC80; in the data active = inhibition above about 30%; also: 0% is about no effect
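Measurement of antagonist activity uses fluorescent calcium dye in inducible HEK293 T-REx D2 cells: 10 s baseline, compound addition with 180 s read, EC80 dopamine addition with a further 180 s read.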
rTrxR1 inhibitor – qHTS Assay for Inhibitors of Mammalian Selenoprotein Thioredoxin Reductase 1 (TrxR1): qHTS; Thioredoxin reductase 1, cytoplasmic (Rattus norvegicus), O89049; recombinant rTrxR1, NADPH fluorescence consumption, selenite substrate; Potency, µM (doses to about 114 µM), inactives show top-dose activity change, negative = inhibition, actives largely listed as inhibitors; 390,000 tested, 1% active; AID 588453, 2011; also: potency is read from the fitted curve at half-maximal effect; % is scaled to controls: 0 for no effect and ±100 for the full control effect; nearly all actives have a fitted effect of over 65% in size
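Rat TrxR1 (90 nM in the dispensed reagent) was pre-reduced with 400 uM NADPH for 5 min at room temperature, then incubated with compound for 15 min. After 400 uM selenite was added, NADPH fluorescence (Ex 340/Em 450 nm) was followed for 8 min.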
TRHR ag – qHTS for Small Molecule Agonists and Allosteric Enhancers of Human TRH Receptor: Primary Screen for Agonists | activation, % at 2 µM | 360,000 tested, 0.18% active | AID 493084, 2011 | Thyrotropin-releasing hormone receptor (Homo sapiens), P34981 | TRHR cells, calcium flux fluo-8, FDSS agonist mode; in the data active = activation above about 30%; also: 0% is about no effect
Target sequence (P34981 whole entry, looked up): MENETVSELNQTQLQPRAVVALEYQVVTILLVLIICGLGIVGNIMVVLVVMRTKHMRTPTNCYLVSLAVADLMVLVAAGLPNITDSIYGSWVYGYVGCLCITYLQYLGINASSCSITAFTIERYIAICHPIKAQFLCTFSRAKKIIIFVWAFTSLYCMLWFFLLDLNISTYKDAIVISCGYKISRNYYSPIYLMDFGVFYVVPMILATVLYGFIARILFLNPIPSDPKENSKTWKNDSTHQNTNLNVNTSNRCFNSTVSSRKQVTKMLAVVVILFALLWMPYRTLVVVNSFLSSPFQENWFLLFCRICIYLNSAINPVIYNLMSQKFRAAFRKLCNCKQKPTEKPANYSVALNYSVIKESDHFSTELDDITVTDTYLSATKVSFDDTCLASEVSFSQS
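Agonist-mode FDSS calcium read (Ex 480/Em 530, 1 s cycles) in 1536-well TRHR cells with fluo-8 dye, after 10-cycle baseline and 23 nL compound addition; TRH at EC20 (10 nM final) added afterwards for the enhancer phase.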
TrxR1 substrate – qHTS Assay for Substrates of Mammalian Selenoprotein Thioredoxin Reductase 1 (TrxR1): qHTS; Thioredoxin reductase 1, cytoplasmic (Rattus norvegicus), O89049; purified TrxR1 substrate turnover, NADPH consumption readout; Potency, µM (titrated, usually from 114 µM), inactives show top-dose activity change, negative = substrate turnover; 390,000 tested, 0.01% active; also: potency is read from the fitted curve at half-maximal effect; % is scaled to controls: 0 for no effect and ±100 for the full control effect; nearly all actives have a fitted effect of over 50% in size
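Rat TrxR1, dispensed at 90 nM, was prereduced with 400 uM NADPH (final) for 5 min at ~22 deg C, then incubated with compound 15 min before 400 uM selenite. A first-read NADPH fluorescence drop versus no-compound background flagged substrates.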
PI4K2A inh – qHTS for small molecular inhibitors of PI4K2A; Phosphatidylinositol 4-kinase type 2-alpha (Homo sapiens), Q9BTU6; purified PI4K2A, ADP-Glo luminescence, 1 h; active compounds read low; activity change, negative = inhibition, % at 76.9 µM; 420,000 tested, 0.13% active; in the data active = activity change below about -50%; inconclusive = mostly about -30% to -49%;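 also: -100% = wells without enzyme as full effect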
Target sequence (Q9BTU6 whole entry, looked up): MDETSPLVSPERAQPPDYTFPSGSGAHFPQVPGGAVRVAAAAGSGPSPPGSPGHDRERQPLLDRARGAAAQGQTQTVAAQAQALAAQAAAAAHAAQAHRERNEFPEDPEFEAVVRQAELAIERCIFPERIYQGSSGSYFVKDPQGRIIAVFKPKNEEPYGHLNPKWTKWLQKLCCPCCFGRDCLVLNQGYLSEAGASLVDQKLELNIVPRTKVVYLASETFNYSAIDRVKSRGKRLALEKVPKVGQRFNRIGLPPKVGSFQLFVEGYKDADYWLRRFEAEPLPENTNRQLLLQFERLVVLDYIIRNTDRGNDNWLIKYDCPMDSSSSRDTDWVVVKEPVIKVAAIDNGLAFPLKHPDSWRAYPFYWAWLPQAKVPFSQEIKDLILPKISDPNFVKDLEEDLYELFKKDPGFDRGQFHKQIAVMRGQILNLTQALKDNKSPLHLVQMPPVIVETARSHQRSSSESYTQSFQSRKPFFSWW
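PI4K2A activity was measured by ADP-Glo luminescence: enzyme (4 ug/mL stock) and phosphatidylinositol (1.2 mM stock) in Tris pH 7.5/MgCl2/EGTA/Triton X-100 buffer were reacted with ATP (300 microM stock) for one hour at ambient temperature.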
USP1-UAF1 inh – Inhibitors of USP1/UAF1: Primary Screen; recombinant USP1/UAF1, Ub-Rhodamine cleavage fluorescence; AID 743255, 2014; 390,000 tested, 0.23% active; Potency, µM (top dose mostly 57.1 µM), for the others: at the top dose activity change, negative = inhibition, actives largely listed as inhibitors; Ubiquitin carboxyl-terminal hydrolase 1 (Homo sapiens), O94782; also: potency is read from the fitted curve at half-maximal effect; % is scaled to controls: 0 for no effect and ±100 for the full control effect; nearly all actives have a fitted effect of over 60% in size; inactives centre near -12
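In this screen, compounds sit with the deubiquitinase complex (1nM) for 15 min at room temperature before Ub-Rho is added at 150nM final. Fluorescence rise is then followed for 6 reads every 60 seconds.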
IDH1 R132H inh – qHTS for Inhibitors of mutant isocitrate dehydrogenase 1 (IDH1): qHTS | Isocitrate dehydrogenase [NADP] cytoplasmic (Homo sapiens), O75874 | IDH1-R132H enzyme, NADPH consumption, diaphorase/resazurin fluorescence | Potency, µM (highest dose often 76.6 µM), without a hit: top-dose activity change, negative = inhibition, most hits filed as inhibitors | 390,000 tested, 0.093% active | AID 602179, 2012; also: potency is read from the fitted curve at half-maximal effect; % is scaled to controls: 0 for no effect and ±100 for the full control effect; nearly all actives have a fitted effect of over 65% in size
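IDH1-R132H (0.5 ug/mL dispensed) in pH 7.5 Tris buffer was preincubated 30 min with compound, then given a substrate mix of 0.016 mM NADPH and 2 mM alpha-KG for 80 min at room temperature; remaining NADPH was read by diaphorase/resazurin fluorescence.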
D2 ag – HTS Assay for Allosteric Agonists of the Human D2 Dopamine Receptor: Primary Screen for Agonists | activation, % at 2 µM | D(2) dopamine receptor (Homo sapiens), P14416 | HEK293 T-REx D2 cells, calcium flux agonist mode | AID 485358, 2010 | 340,000 tested, 0.53% active;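 active = activation over 3 SD above normal in the single-dose calcium agonist read, cut at about 30% in these data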; also: 0% is about no effect
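Agonism scored from kinetic calcium signal (1 read/sec, 180 s) following compound pin transfer, after a 10 s baseline. Cells: HEK293 Trex line expressing inducible D2 receptor coupled to calcium, dye-loaded after overnight culture at 30 C.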
TRHR enhancer – qHTS for Small Molecule Agonists and Allosteric Enhancers of Human TRH Receptor: Primary Screen for Enhancers; TRHR cells, fluo-8 calcium fluorescence, EC20 TRH enhancement; Thyrotropin-releasing hormone receptor (Homo sapiens), P34981; 360,000 tested, 0.66% active; enhancement, % at 2 µM; AID 493056, 2011; in the data active = enhancement above about 30%; also: 0% is about no effect
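Enhancer read-out: after compound pinning and an initial kinetic agonist-mode read, an EC20 of TRH (10 nM final) was injected and fluo-8 calcium signal (Ex 480/Em 530) followed at 1 s/cycle for 100 cycles in TRHR-expressing cells.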
Active calls of the source: *; ? = inconclusive; . = no result given; & = joins results of further samples; [ ] = remark or other dose. Unless noted, calls follow the shape of the dose curve; as a rule, active = well fitted inhibition curve with a large enough effect; inconclusive = small, poorly fitted or top-dose-only effect; inactive = no such curve, though single readings can be large or run the other way. No enrichment for hits; overall some 3.9% were active at least once.

Each structure is followed by: IDH1 R132H inh, D2 antagonist, TRHR ag, USP1-UAF1 inh, D2 ag, TRHR enhancer, TrxR1 substrate, PI4K2A inh, rTrxR1 inhibitor
COC(=O)CNC(c1ccccc1)c1cc(Br)ccc1NC(=O)c1ccc(Cl)cc1 (centres undefined)
    -12%, ., 0.1, -23%, 0.3, -2, 8%, -1, 28%
CCOc1ccc(-n2cnnn2)cc1S(=O)(=O)NCCc1ccc(OC)c(OC)c1
    -5%, 4, 1.0, -2%, 1.0, 9, 1%, 2, 2%
Cc1cc(C)c(OCC(=O)N2CCN(c3ncc(C(F)(F)F)cc3Cl)CC2)c(C)c1
    2%, -13, 0.7, -21%, 1.1, 6, -7%, 6, -5%
CC1CCCC(NC(=O)CSC2=Nc3ccccc3C3CC=NN23)C1C (centres undefined)
    14%, -3, -0.7, -25%, -2.0, -5, 9%, -3, -5%
COCCn1c(=NC(=O)c2ccc3c(c2)OCO3)c(C#N)cc2c(=O)n3cccc(C)c3nc21
    ., 0, -0.3, ., -0.9, 13, ., ., .
COc1ccc(NC(=O)C2CCCN2S(=O)(=O)c2ccc3c(c2)CCC(=O)N3)c(OC)c1 (centres undefined)
    -4%, 2, -0.1, -6%, -2.4, 1, 10%[57.1 µM], 4, 19%
Cc1cccc(Nc2ncc3c(n2)CC(C)CC3=O)c1 (centres undefined)
    7%, ., -0.4, -18%, ., -5, -8%[57.1 µM], -3, 13%[57.1 µM]
O=S(=O)(Nc1ccc(Cl)cc1)c1ccc(N2CCOCC2)c(NC(=S)NCCN2CCOCC2)c1
    1%, -1, -0.1, -6%, -0.5, -1, 8%[57.1 µM], -4, 10%[57.1 µM]
CCCOc1ccc(NC(=O)C2CC(=O)N/C(=N/N=C(C)/C=C/c3ccc(N(C)C)cc3)S2)cc1 (centres undefined)
    9%, -4, -1.0, -18%, -0.4, -7, -12%, 4, ?
CC(OC(=O)c1cccc(N(C)C)c1)C(=O)N1CCc2ccccc2C1 (centres undefined)
    10%, ., ., -20%, ., ., 9%[11.4 µM], 0, 8%[11.4 µM]
CCN1C(=O)C(NC(C)=O)c2cc(Br)ccc21 (centres undefined)
    1%, 0, -0.2, -23%, 0.6, -8, 6%[57.1 µM], -7, 10%[57.1 µM]
COC(=O)[C@H](CCSC)NC(=O)Nc1cccc(Br)c1
    0%, -15, -0.9, -9%, 0.3, 13, 5%[57.1 µM], 5, 12%[57.1 µM]
COc1ccc(-c2noc(-c3cccc(OC)c3OC)n2)cc1
    -1%, ., 1.2, -9%, 4.4, 1, -1%, -12, 27%
CCOC(=O)C1(Cc2cccc(Cl)c2)CCCN(C(=O)c2cc(C)[nH]n2)C1 (centres undefined)
    -1%, -6, -0.4, -10%, 0.5, 13, -5%, 3, -10%
CC1(C)C(=O)Nc2ccccc2N1C(=O)COc1ccccc1C#N
    0%, ., ., 12%, ., ., -1%, -16, 13%
O=c1oc2ccccc2n1Cc1ccccc1
    -2%, 10, -0.4, -4%, -0.1, 0, 0%, -1, 12%
CC(C)(C)C(=O)Nc1c2c(nc3c1CCC3)CCCC2
    0%, -2, -0.2, -14%, -1.3, 1, 14%[57.1 µM], -3, 8%[57.1 µM]
COC(=O)N/N=C/c1cc(Br)ccc1O
    -6%, -6, -0.3, -26%, 0.4, 5, 9%[57.1 µM], 1, 20%[57.1 µM]
CN(Cc1ccccc1)S(=O)(=O)c1ccc(Cl)c(C(=O)NCCCN2CCOCC2)c1
    2%, 11, 1.4, -12%, 0.4, -2, 6%, -1, 10%
CC(=O)N1CCCC1(C(=O)O)c1ccccc1 (centres undefined)
    5%, 5, 0.0, -16%, 1.2, -1, 0%, 3, 14%
O=C(O)CC1S/C(=N/N=C2CCCCC2)N(c2ccccc2)C1=O (centres undefined)
    -1%, -12, 0.5, -3%, 0.4, -3, -2%, 2, 0%
CNC(=S)N1CCN(c2ccc(OC)cc2)CC1
    2%, -8, -0.4, 2%, 3.5, 12, 2%, 1, 0%
COc1cnc(NS(=O)(=O)c2ccc(N)cc2)nc1
    -7%, -15, 0.4, 13%, 1.1, 1, -1%, -1&-2, 12%
NNc1nc(-c2ccccc2)nc(-c2ccccc2)c1Br
    2%, ., ., -2%, ., ., -3%, 1, 6%
CCOc1ccc(-n2c(SCC(=O)O)nc3sc4c(c3c2=O)CCCC4)cc1
    -15%, 0, 0.2, 4%, -0.1, 1, -3%, 34, -4%
Cc1ccc(-c2nc(CS(=O)(=O)CC(=O)Nc3ccc(Br)cc3F)c(C)o2)cc1
    17%, ., -0.2, -2%, -1.1, -1, 7%, -2, 36%[activator]
Cc1cc(NC(=O)COC(=O)C2CCN(S(=O)(=O)c3ccc(Cl)cc3)CC2)no1
    6%, -16, 0.7, -2%, 0.0, -2, 1%, 2, 12%
CCN(CC)CCNC(=O)CCc1c(C)nc2c(c(C)nn2-c2ccc(C)cc2)c1C
    1%, -11, -0.9, -22%, -4.1, 30*, 41%[activator], -11, 30%
CSc1nc(SCC(=O)O)c2sc3nc(-c4ccccc4)c4c(c3c2n1)CCC4
    -3%, -7, -0.5, 4%, -0.6, 4, -6%, 1, ?
CN(CCC#N)C(=S)Nc1ccc(Oc2ccccc2)cc1
    2%, -3, -0.3, -13%, -0.3, 2, -7%, -1, -3%

Copied from the entries so far (two entries):
Each structure is followed by: IDH1 R132H inh, D2 antagonist, TRHR ag, USP1-UAF1 inh, D2 ag, TRHR enhancer, TrxR1 substrate, PI4K2A inh, rTrxR1 inhibitor
CSc1nc(SCC(=O)O)c2sc3nc(-c4ccccc4)c4c(c3c2n1)CCC4
    -3%, -7, -0.5, 4%, -0.6, 4, -6%, 1, ?
CN(CCC#N)C(=S)Nc1ccc(Oc2ccccc2)cc1
    2%, -3, -0.3, -13%, -0.3, 2, -7%, -1, -3%

Continued:
Each structure is followed by: IDH1 R132H inh, D2 antagonist, TRHR ag, USP1-UAF1 inh, D2 ag, TRHR enhancer, TrxR1 substrate, PI4K2A inh, rTrxR1 inhibitor
COC(=O)COc1ccc(NC(=O)C(c2ccccc2)c2ccccc2)cc1
    13%, 5, 1.1, -10%, 0.9, -9, -1%, -1, 14%
CC1CCCCC1NC(=O)CSc1nnnn1-c1ccccc1 (centres undefined)
    1%, -10, -0.4, -13%, 0.0, 9, 6%[57.1 µM], 7, -4%
CC(C)c1cc(=O)[nH]c(SCC(=O)NC2CCCC2)n1
    4%, 2, 3.4, -20%, 0.7, 4, -3%, 2, 0%
c1csc(-c2nc(NCCCN3CCOCC3)c3ccccc3n2)c1
    6%, -7, 1.4, -17%, 0.4, 0, 3%[57.1 µM], -21, -1%[57.1 µM]
O=C(O)/C(=N/NC(=O)c1ccc(Cl)cc1)c1ccccc1
    3%, 25, -0.6, -14%, 0.5, -2, 0%, -4, 11%
CCCn1nc(C(=O)N2CCc3ccccc32)c2ccccc2c1=O
    4%, -12, -1.1, -22%, 0.1, 17, 3%, 0, 28%
Cn1cccc1Cc1nnc(SCC(=O)NCc2ccc3c(c2)OCO3)n1CCc1ccccc1
    1%, -2, 1.0, -16%, 0.8, -5, 2%, 8, 13%
COCc1[nH]nc2c1C(c1cccc(OC)c1)C(C#N)=C(N)O2 (centres undefined)
    6%, 13, -1.7, -8%, 0.0, -4, 0%, -1, -7%
O=C(CSc1n[nH]c(=O)n1-c1cccnc1)Nc1ccccc1Cl
    -3%, -11, 0.4, -5%, -0.1, 3, -2%, -4, 7%
CC(CN1CCCCC1)OC(=O)/C=C/c1ccccc1 (centres undefined)
    -2%, -13, 0.7, -16%, 1.1, 2, 6%, -16, 23%
CCOC(=O)c1nc(C)n(-c2ccc([N+](=O)[O-])cc2)n1
    -11%, 22, -0.8, -9%, 0.0, -1, -5%[57.1 µM], -3, -5%[57.1 µM]
Oc1ccc2nnc3c(Br)cnn3c2c1
    9%, -9, 52*, ?, 53*, -6, -4%[57.1 µM], -6, 6%[2.29 µM]
Cc1nn(C)c(Cl)c1/C=N/OC(=O)c1ccc(F)cc1
    -7%, -12, -0.5, -21%, -0.3, 2, 3%, 1, 27%
COc1ccc(Cn2c(C3CC3)nc3ccc(NC(=O)c4cccnc4)cc3c2=O)cc1
    4%, 14, 0.7, -8%, 0.0, 2, 4%, 4, 9%
CCCCN(CCCC)CCNC(=O)c1cn(CC)c2ccc(S(=O)(=O)N(C)C3CCCCC3)cc2c1=O
    -7%&10%, -3, -0.3&-1.3, -12%&-21%, 0.6&-0.7, -3&23, -3%&-8%, -3&7, 16%&-5%
COc1cc(-c2noc(-c3ccc(N4CCCC4)c([N+](=O)[O-])c3)n2)cc(OC)c1OC
    -8%, ., 0.8, -22%, -0.5, 2, 2%, 1, 4%
O=C(CCn1c(=O)sc2ccccc21)NCCN1CCOCC1
    1%, ., ., -27%, ., ., 0%[57.1 µM], -2, 3%[57.1 µM]
CCOC(=O)CSc1nc2sc3c(c2c(=O)n1CC)CC(C)(C)OC3
    7%, 8, -0.4, -4%, -0.1, -4, -2%, 3, -11%
CCOC(=O)CN1C(=O)c2cccnc2Oc2ccccc21
    ., ., 0.6, 16%, 0.9, 7, 5%, -4, 4%

Screening results: PubChem, National Center for Advancing Translational Sciences (NCATS)
